Source: PubChem BioAssay (several laboratories)
Insulin prom up – insulin promoter activators in MIN6 cells, imaging, high-content screening, mouse beta cells; hit rate 0.3% among 190,000; MIN6 insulin promoter-GFP reporter; active compounds read high; z-score at 5 µM;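 active = z-score above 3 at 5 µM with at least 500 cells counted in the well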
K1F lysis inhibition – inhibition of K1F phage lysis, E. coli UTI89, bacterial capsule biogenesis inhibitors, alamar blue (AID 488966); E. coli UTI89 K1F phage lysis, alamar blue, 2 h; higher % means a stronger effect; one-dose inhibition, % at 100 µM; IC50 in µM for titrated hits; hit rate 0.02% among 340,000;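 active = phage lysis inhibition, versus mean bacterial control, above a set limit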;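 note: capsule biogenesis inhibitors block K1F phage lysis so surviving cells raise fluorescence; higher fluorescence means more inhibition of phage lysis; actives were called in the ten point dose series up to 300 µM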
Autophagy mod – autophagy modulators in MEF cells, primary screen, imaging, high-content, MEF GFP-LC3; MEF GFP-LC3 puncta imaging; test concentration mostly 10 µM; calls only at 10 µM (by protocol); hit rate 0.98% among 190,000; AID 463193, 2010;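 active = percentage of spot-positive cells more than 3 SD above its plate mean, without a fluorescence outlier flag or 80% toxicity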;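 note: spot-positive cell cutoff set from DMSO-treated cells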
bCat nuc transl – modulators of beta-catenin nuclear translocation, primary screen, imaging, HeLa cells, immunofluorescence, high-content; nuclear translocation activity, % at 5 µM; AID 1665, 2009; hit rate 0.3% among 190,000;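 active = nuclear translocation activity above 50% at 5 µM, with a well cell count of 50 or more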;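 note: per-cell ratio of nuclear to cytoplasmic median beta-catenin stain intensity; plate controls were DMSO negative control for no effect and GSK-3 inhibitor IX positive control for full effect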
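assay system = human HeLa cells, endogenous beta-catenin | times = compound treatment 24 h, 37°C, 5% CO2 | detection = Anti-beta-catenin immunofluorescence on PFA-fixed, Triton-permeabilized cells, DAPI nuclei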
Dynein cargo inh – inhibitors of GR-EGFP nuclear translocation, primary screen, dynein cargo transport inhibitor project, imaging, high-content, 3617.4 mouse cells. test concentration mostly 20 µM; stimulated with dexamethasone, 1 µM; active compounds read low. z-score, hits read low. hit rate 0.47% among 220,000;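 active = plate z-score of nuclear minus cytoplasmic receptor signal below a set negative limit, without overly bright fluorescence or cell loss, cut at about -3.5 in these data, passing the limit was not always enough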;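 note: z-score of nuclear minus cytoplasmic ring GR-EGFP intensity difference per well; some compounds called inactive have numbers as strong as hits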
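Buffer or medium: tet-free, stripped-serum medium; Also added: dexamethasone, 1.0 µM final; Technique: high-content fluorescence imaging after fixation; Times: 48 h induction, 1 h compound, 30 min dex at 37 °C; Read-out: per-cell GR-EGFP intensity, nucleus versus surrounding cytoplasmic ring, well-averaged.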
M17LAP inhibition – P. falciparum M17LAP inhibitors, primary screen, biochemical, fluorogenic H-Leu-NHMec substrate, 1536-well (AID 1619); hit rate 0.38% among 220,000; recombinant M17LAP, H-Leu-NHMec fluorogenic kinetic assay; higher % means a stronger effect; one-dose inhibition, % at 30 µM; IC50 in µM for titrated hits;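 active = compound inhibiting the enzyme by more than half at any dose during confirmatory dose-response retesting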;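 note: plate controls were full reaction with DMSO carrier for no effect and no enzyme background for full effect; strong numbers were not always called active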
M1AAP inhibition – P. falciparum M1AAP inhibitors, biochemical, fluorogenic H-Leu-NHMec substrate, 1536-well (AID 1445). hit rate 0.42% among 220,000. recombinant M1AAP, H-Leu-NHMec fluorogenic kinetic assay; higher % means a stronger effect. Aminopeptidase N (Plasmodium falciparum (isolate 3D7)). inhibition, % at 30 µM; hits with a dose series show IC50 in µM;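 active = primary inhibition above the hit cutoff, then over 50% inhibition at one or more dose response concentrations, cut at about 23% in these data, passing the limit was not always enough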;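 note: plate controls were DMSO full reaction for no effect and no enzyme background for full effect; strong numbers were not always called active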
CSM14.1 death rescue – rescue of cells from ER stress-induced death, primary screen, 384-well, CSM14.1, thapsigargin, ATP luminescence (AID 1222); cellular ATP content (survival), % at 20 µM; hits with a dose series show EC50 in µM; 190,000 tested, under 10 active; CSM14.1 thapsigargin-induced death rescue, ATP luminescence; higher % means a stronger effect;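 active = EC50 below 50 µM in the dose-response confirmation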;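 note: death triggered by thapsigargin at about 15 µM added after 2 h compound pretreatment; cell ATP read after overnight thapsigargin exposure of roughly 18 to 22 hours; normalized against plate controls of thapsigargin alone and 5% DMSO vehicle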
MT stabilizer – microtubule stabilizers in HeLa cells, primary screen, imaging, high-content imaging; % tubulin-high responders, % at 10 µM; HeLa tubulin immunostaining HCS, 24 h; share of cells brighter than vehicle mean+2SD; AID 2205, 2009; hit rate 0.83% among 200,000;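 active = plate Z-score above 3 for both tubulin-high and condensed-nucleus cell shares, with cell loss under 80%, at 10 µM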;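 note: anti alpha tubulin signal scored within the nucleus-defined area of each cell; some results filed as inactive read as strong as hits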
Dynein cargo inh cytoplasmic EGFP – also measured in Dynein cargo inh; calls as there; z-score; measured here: cytoplasmic GR-EGFP intensity; active compounds read high
Dynein cargo inh nuclear GR-EGFP – further read-out of Dynein cargo inh, marked with its call; z-score; measured here: nuclear GR-EGFP intensity;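 lower value marks the stronger effect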
Dynein cargo inh cell count – second read-out of Dynein cargo inh, no call of its own (marks repeat the call); z-score; measured here: cell count per field
Insulin prom up cell count – second read-out of Insulin prom up, no call of its own (marks repeat the call); cell count; measured here: cytotoxicity, nuclei count;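 total cells summed across four imaged fields per well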
bCat nuc transl cell count 5 µM – further read-out of bCat nuc transl, marked with its call; cell count; measured here: cell count, cytotoxicity flag
MT stabilizer Hoechst-high % – further read-out of MT stabilizer, marked with its call; % Hoechst-high responders; measured here: nuclear condensation Hoechst responders;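 share of cells brighter than vehicle mean plus two SD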
MT stabilizer cytotoxicity % – further read-out of MT stabilizer, marked with its call; toxicity, %; measured here: cytotoxicity by cell density;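 0% = mean cell density of plate MIN control wells and 100% = no cells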
Autophagy mod cell loss 18 h – recorded beside Autophagy mod, whose call it bears; toxicity, %; measured here: cell loss, nuclei count;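 cell loss after 18 h compound exposure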
* hit, by the source's call; i = inactive; · = no result given; [ ] = dose if it differs, or a comment.

SMILES	Insulin prom up	Insulin prom up cell count	K1F lysis inhibition	Autophagy mod	Autophagy mod cell loss 18 h	bCat nuc transl	bCat nuc transl cell count 5 µM	Dynein cargo inh	Dynein cargo inh cytoplasmic EGFP	Dynein cargo inh nuclear GR-EGFP	Dynein cargo inh cell count	M17LAP inhibition	M1AAP inhibition	CSM14.1 death rescue	MT stabilizer	MT stabilizer Hoechst-high %	MT stabilizer cytotoxicity %
CCC(=O)Nn1cnc2c(c1=O)C1(CCCCC1)Cc1ccccc1-2	-0.65	871	3.7%	i	1.2	-2.7	1255	0.35	-0.0536	0.388	-0.307	4.0%	10.7%	1.3%	3.8	1.7	13.1
CC1CCN(C(=O)COC(=O)c2cc(Cl)cc(Cl)c2N)CC1	-0.15	950	6.2%	i	40.1	·	·	0.326	0.17	0.367	0.408	-6.0%	4.4%	2.1%	1.2	1.4	4.3
COc1ccc(NS(=O)(=O)c2cccc(C(=O)O)c2)cc1	0.12	1339	1.5%	i	18.9	-5.5	848	-0.382	-0.173	0.27	-0.512	-0.3%	7.7%	-1.5%	5.3	2.2	5.8
CCOC(=O)C1C(c2ccc3c(c2)OCO3)NC(=O)NC1(O)C(F)(F)F (stereo unspecified)	0.15	1388	0.0%	i	15.6	0.3	1008	-0.118	-0.243	-0.425	0.159	4.4%	-1.9%	-3.9%	5.5	2.4	5.6
COc1ccc(C2=NN(c3nc(-c4ccccc4)c(CC(=O)O)s3)C(c3ccco3)C2)cc1 (stereo unspecified)	-0.08	1273	0.0%	i	14.5	3.0	509	0.151	-0.342	0.261	0.432	45.6%	7.7%	-1.3%	3.2	3.9	3.2
CCCOc1ccc(N2C(=O)CC(N(Cc3ccco3)C(=O)CC)C2=O)cc1 (stereo unspecified)	0.41	1035	-1.4%	·	·	-0.6	1337	0.684	-0.245	0.971	-0.0954	4.6%	-2.3%	·	·	·	·
COc1ccc(C)cc1S(=O)(=O)N1CCN(S(=O)(=O)c2cc(C)ccc2OC)CC1	0.61	821	0.6%	i	-9.3	-1.8	1141	0.0335	-0.158	0.377	-0.581	-9.3%	3.9%	0.9%	1.1	0.7	7.4
O=C(N/N=C/c1cn(-c2ccccc2)nc1-c1cccs1)c1ccncc1	-0.26	760	5.1%	i	7.0	-1.8	493	-0.565	0.199	-0.113	0.341	3.7%	2.9%	-1.1%	5.3	3.6	9.3
Cc1cc(Cl)ccc1OCCCC(=O)NCCCn1ccnc1	-0.22	1438	1.5%	i	8.7	0.5	1156	0.717	-0.214	0.468	-1.03	4.7%	3.4%	0.6%	4.7	1.5	10.2
CSc1nsc(SC)c1C(=O)Nc1ccc(C(C)(C)C)cc1	·	·	0.9%	·	·	0.8	1264	0.402	-0.227	0.0549	-0.0595	10.4%	10.1%	·	·	·	·
c1ccc(-c2cn(-c3ccccc3)c3[n+]2CCS3)cc1	-0.24	1184	0.1%	i	20.9	-1.2	1047	-0.162	-0.139	-0.437	1.04	64.1%	-4.3%	-1.0%	2.2	2.2	3.7
Cc1nc(Cc2nnc(SCc3nc(N)nc(Nc4ccccc4C)n3)o2)cs1	-0.5	1259	3.1%	i	20.6	-5.8	933	0.374	0.216	0.443	-0.394	2.4%	-3.8%	1.9%	3.9	1.6	9.2
Cc1ccc(N=N/C(=C\O)C(=O)c2ccncc2)cc1	-1.19	946	-2.4%[50 µM]	i	-1.0	·	·	-0.053	-0.0332	-0.234	-0.54	22.7%	27.6%*	0.1%	1.0	0.8	2.8
O=C(Nc1ccc(-c2noc(CCc3ccccc3)n2)cc1)c1ccco1	-0.2	1842	0.0%	i	23.1	-0.5	1052	0.229	-0.187	0.704	-0.619	5.6%	9.1%	-4.8%	2.1	2.6	10.2
COc1ccc(CN(C(=S)Nc2ccccc2)C2CC(=O)N(c3ccccc3)C2=O)cc1 (stereo unspecified)	0.71	1527	0.5%	i	-9.2	2.9	1083	-0.809	-0.122	-0.345	0.719	-5.6%	5.7%	-0.4%	3.4	3.4	10.3
CC(=O)c1cccc(N(C(=O)c2cnccn2)C(C(=O)NCc2ccccc2)c2ccco2)c1 (stereo unspecified)	-0.28	1987	0.3%	i	3.6	3.2	1067	0.174	-0.183	0.347	-0.106	-6.6%	0.8%	-1.9%	2.7	2.0	10.6
CCn1c(CNC(=O)Cc2ccc(OC)cc2)nnc1SCC(=O)Nc1nccs1	0.81	1254	0.1%	i	5.5	0.4	885	-0.429	-0.225	0.0588	0.195	-9.0%	-4.9%	0.7%	1.7	0.7	27.7
CC1(C)C2CCC1(CS(=O)(=O)NCc1ccc(C(=O)O)cc1)C(=O)C2 (stereo unspecified)	0.02	1849	0.9%	i	4.0	-1.0	1038	-0.535	-0.285	0.0013	-0.0369	11.4%	6.2%	-1.7%	1.1	2.7	39.2
CC1CCN(Cc2ccc(-c3nnn(CC(=O)Nc4ccccc4Cl)n3)cc2)CC1	-2.21	564	-0.3%	i	15.4	-2.2	1058	-0.297	-0.05	0.0881	-0.166	7.1%	-1.9%	-0.5%	1.7	1.8	3.7
CCCCNC(=O)C1CCC(CNc2nc(=S)[nH]c3ccccc23)CC1 (stereo unspecified)	-0.69	1286	0.0%	i	0.9	-1.4	1142	0.207	-0.117	0.171	-1.76	-9.5%	5.5%	-9.3%	4.0	1.8	4.7
O=C1NC2=C(CCc3ccccc32)C(c2ccccc2)N1 (stereo unspecified)	-0.43	1270	0.3%	i	8.5	7.1	608	0.761	-0.196	1.82	-1.22	-91.5%	4.3%	-3.4%	3.6	2.7	1.6
CCOC(=O)CCC(NC(=O)c1cncc(O)c1)C(=O)OCC (stereo unspecified)	0.28	1065	0.0%	i	6.7	-3.7	821	0.213	-0.232	-0.145	0.527	13.1%	11.1%	-1.2%	1.3	2.1	4.5
COc1cccc(/C(N)=N/OC(=O)Cc2ccccc2[N+](=O)[O-])c1	-0.95	1546	0.0%	i	14.4	0.7	981	0.0722	-0.278	0.338	-0.0423	-1.0%	-2.5%	-0.9%	1.7	1.5	5.7
O=C(c1ccc(-c2cccc(Cl)c2)o1)N1CCN(c2ccc([N+](=O)[O-])cc2)CC1	-0.15	1421	0.3%	i	13.7	0.1	1038	-0.248	-0.154	-0.263	-0.0604	6.4%	3.5%	7.2%	5.9	3.3	1.4
O=C(O)c1sccc1OCc1ccccc1	0.31	1413	0.2%	i	-5.5	-0.1	1462	0.821	-0.249	0.419	-1.12	-1.0%	-2.7%	0.0%	3.6	2.8	12.1
Cc1ccc2nc3sc(C(=O)NCc4ccco4)c(N)c3cc2c1	·	·	0.5%	i	0.1	-2.0	1172	-0.699	2.86	-0.231	0.503	17.6%	-0.5%	1.9%	4.1	1.6	5.6
Cc1nc2c(-c3ccccc3)c(C)nn2c(C)c1CCC(=O)NCc1ccco1	0.5	1807	-1.8%	i	-14.0	-0.1	1126	0.323	-0.128	0.296	-0.42	5.1%	9.1%	-3.0%	3.2	2.8	13.9
CCC(C)N1CC(C(=O)O)CC1=O (stereo unspecified)	·	·	-0.1%	i	-5.8	-10.1	1165	0.806	-0.169	0.527	-0.49	17.9%	-1.3%	0.1%	2.8	1.8	4.6
COc1ccc(/C=N/NC(=O)CCn2c3ccccc3c3ccccc32)cc1OC	·	·	3.9%	i	-5.0	0.5	1075	0.601	-0.224	0.624	-0.757	-6.5%	2.6%	-1.0%	3.1	2.8	8.3
O=C(COc1ccccc1)N1CCN(S(=O)(=O)Cc2ccccc2)CC1	-0.07	1141	0.8%	i	4.4	0.1	763	1	-0.188	0.692	-1.19	-14.4%	2.1%	1.1%	1.8	1.6	3.5
Cc1ccc(S(=O)(=O)N2CCN(C)CC2)cc1[N+](=O)[O-]	0.59	1492	1.1%	i	15.7	-1.3	1335	1.31	-0.231	0.318	-0.381	9.3%	2.0%	0.8%	1.3	1.5	8.4
N=C1C(c2ccccc2)=C(O)CN1c1cccc(S(=O)(=O)N2CCCCC2)c1	-0.42	1048	0.3%	·	·	0.7	1388	-0.315	-0.196	-0.142	0.407	8.8%	0.7%	·	·	·	·
Cn1nc([N+](=O)[O-])nc1Oc1ccccc1F	-1.28	1406	-0.5%	i	-19.6	-0.3	1534	0.31	-0.299	0.399	0.302	2.6%	4.7%	-1.1%	2.2	1.2	2.4
Cc1ccc2nc(SCC(=O)NCc3ccco3)c(C)cc2c1	-0.04	1651	0.4%	i	-13.6	-0.6	942	-0.25	0.2	0.147	0.0582	·	·	0.9%	3.1	1.8	5.1
Cc1csc(NC(=O)CSc2nc(C)cs2)n1	·	·	7.9%	i	-6.0	·	·	0.0429	-0.19	0.00846	0.534	1.0%	6.6%	-3.3%	3.9	2.2	5.1
COc1cccc(N=C2C(=O)N3CCCc4cccc2c43)c1	0.47	1365	-2.6%	i	-13.5	0.5	980	0.153	-0.155	0.228	-0.919	-2.9%	-1.4%	1.6%	2.4	3.0	12.6
